# Compound activity from PubChem BioAssay.
# Casp7 inh: caspase-7 (human) inhibition, allosteric or competitive. P55210. recombinant caspase-7, Ac-DEVD-AFC fluorescence rate. Potency, µM (top dose mostly 57.5 µM), without a hit: top-dose activity change, negative = inhibition, hits mostly inhibitors. 75,000 compounds, 0.02% hits; active means well fitted inhibition curve with a large enough effect in the main read-out, with a control signal flat, not every such curve was filed as active; inconclusive means small, poorly fitted or top-dose-only effect, or a change in a side signal; further: potency means the concentration at half of the fitted maximal effect; % of control where 0% means no effect
# Target sequence (P55210 24-198 limits assumed): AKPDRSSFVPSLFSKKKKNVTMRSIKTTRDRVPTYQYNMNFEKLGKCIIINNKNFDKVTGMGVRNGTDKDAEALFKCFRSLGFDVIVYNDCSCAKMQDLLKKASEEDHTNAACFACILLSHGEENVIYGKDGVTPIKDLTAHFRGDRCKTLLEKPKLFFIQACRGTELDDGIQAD
# Target sequence (P55210 207-303 limits assumed): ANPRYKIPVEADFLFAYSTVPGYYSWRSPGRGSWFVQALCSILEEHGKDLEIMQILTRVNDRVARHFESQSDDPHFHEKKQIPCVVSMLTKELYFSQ
# HEK293 cAMP cs: parental HEK293 cAMP activation (counter-screen) | Potency, µM (highest dose often 57.1 µM), for the others: top-dose activation, hits mostly activators | parental HEK293 CNG cAMP sensor, membrane potential fluorescence | 73,000 compounds, 2.5% hits | AID 938; further: potency means the concentration at half of the fitted maximal effect; % of control where 0% means no effect; nearly all actives have a fitted effect of over 55% in size
#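 Parental HEK 293 cells stably expressing a cAMP-gated CNG channel were loaded with membrane potential dye containing 100 uM RO 20-1724 for 60 min. Compound added for 30 min; depolarization read as fluorescence intensity at 590 nm.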
# Tau filament bind: binds recombinant human tau filaments. recombinant tau filaments, thioflavin S fluorescence, 15 h; filaments grown with octadecylsulfate alongside compound. Potency, µM (top dose mostly 57.1 µM), for the others: at the highest dose activity change, negative = inhibition. 71,000 compounds, 2% hits. P10636;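 further: potency means the concentration at half of the fitted maximal effect; on the % scale 0 is the no-effect control and ±100 the full control effect; actives lower thioflavin S fluorescence by blocking filaments or displacing dye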
# Target sequence (P10636 whole entry, looked up): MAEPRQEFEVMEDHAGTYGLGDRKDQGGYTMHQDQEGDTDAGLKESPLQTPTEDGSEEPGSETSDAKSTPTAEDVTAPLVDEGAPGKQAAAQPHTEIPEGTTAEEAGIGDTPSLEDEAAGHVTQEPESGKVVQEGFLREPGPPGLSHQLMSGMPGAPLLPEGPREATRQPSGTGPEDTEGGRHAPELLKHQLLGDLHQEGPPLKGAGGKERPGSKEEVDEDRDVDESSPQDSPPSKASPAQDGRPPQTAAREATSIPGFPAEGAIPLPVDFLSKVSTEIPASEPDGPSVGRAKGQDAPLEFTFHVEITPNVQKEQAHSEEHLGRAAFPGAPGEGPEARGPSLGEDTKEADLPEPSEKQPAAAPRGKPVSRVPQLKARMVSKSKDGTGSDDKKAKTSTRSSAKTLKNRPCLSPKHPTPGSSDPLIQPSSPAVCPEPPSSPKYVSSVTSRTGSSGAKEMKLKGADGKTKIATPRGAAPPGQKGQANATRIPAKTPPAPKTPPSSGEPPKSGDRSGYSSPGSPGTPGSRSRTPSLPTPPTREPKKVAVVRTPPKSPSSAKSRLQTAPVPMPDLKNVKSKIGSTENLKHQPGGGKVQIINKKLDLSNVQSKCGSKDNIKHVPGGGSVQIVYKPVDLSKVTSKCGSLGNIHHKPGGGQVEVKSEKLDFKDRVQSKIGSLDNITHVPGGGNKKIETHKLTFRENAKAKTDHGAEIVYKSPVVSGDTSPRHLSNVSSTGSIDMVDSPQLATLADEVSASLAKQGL
#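 Read-out: ThS fluorescence, 450 nm excitation/510 nm emission; lower signal marks blocked filament formation or displaced dye. Tau at 1 uM with 30 uM ODS, 10 uM ThS, 5 mM DTT, 100 mM NaCl, 10 mM HEPES pH 7.4; 15 h, 37 C.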
# ERK AVP inh: inhibitors of vasopressin-stimulated ERK signaling pathway | HEK293-V1b, vasopressin-stimulated pERK AlphaScreen | AID 995 | 72,000 compounds, 0.99% hits | Potency, µM (series often up to 57.5 µM), for the others: at the top dose activity, negative = inhibition, usual class: inhibitors; further: potency means the concentration at half of the fitted maximal effect; on the % scale 0 is the no-effect control and ±100 the full control effect; nearly all actives have a fitted effect of over 55% in size
#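 qHTS, compounds titrated on V1b-expressing HEK293 cells. Preincubation 30 min at 37C, vasopressin 25 nM for 5 min, lysis 10 min, bead incubation 5 hr at room temperature.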
# Rhodamine fluor: compound fluoresces in the rhodamine spectral region. Rhodamine-region fluorescence, 547/598 nm, Tris buffer; stronger effect = higher value. 59,000 compounds, 0.05% hits. max dye-equivalent concentration, M; in the data active means max dye-equivalent concentration above about 11 nM; inconclusive means between about 1.1 nM and that limit
#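 Compound fluorescence in 100 mM Tris, pH 8.0, read after 15 min at room temperature with 547 nm excitation and 598 nm emission. Output is dye-equivalent concentration from an on-plate rhodamine standard series.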
# Fluorescein autfl: compound autofluorescence in fluorescein spectral region. 59,000 compounds, 0.91% hits. AID 593. max fluorescein-equivalent concentration, M. Compound autofluorescence, 480/540 nm, fluorescein-equivalent; stronger effect = higher value; in the data active means max fluorescein-equivalent concentration above about 10 nM; inconclusive means between about 1.1 nM and that limit
#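 Compounds were pin-transferred into 100 mM Tris buffer, pH 8.0, and incubated 15 min at room temperature. Fluorescence was read at 480 nm excitation/540 nm emission. Signals were normalized to an on-plate six-point fluorescein standard curve as dye-equivalent concentration.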
# Casp1 inh: blocks human caspase-1 allosterically or competitively | AID 900 | P29466 | 75,000 compounds, 0.03% hits | Potency, µM (top dose mostly 57.5 µM), without a hit: top-dose activity change, negative = inhibition, usual class: inhibitors | Caspase-1 enzyme, Ac-WEHD-AFC fluorogenic rate;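 further: potency means the concentration at half of the fitted maximal effect; plate controls were vehicle for no effect and no substrate for full effect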
# Texas Red fluor: compounds fluorescent in Texas Red spectral region; AID 587; max dye-equivalent concentration, M; 59,000 compounds, 0.06% hits; Compound fluorescence, Texas Red channel, 547/618 nm; stronger effect = higher value; in the data active means max dye-equivalent concentration above about 10 nM; inconclusive means between about 1.1 nM and that limit
#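 Texas Red-region profiling: compounds in 100 mM Tris pH 8.0 were read at 547/618 nm after 15 min at room temperature. Intensities were normalized against a six-point Texas Red standard series to give dye-equivalent concentration.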
# A350 autofl: compound fluoresces in the Alexa 350 spectral region; AID 590; max dye-equivalent concentration, M; 59,000 compounds, 11% hits; Compound autofluorescence, 340/450 nm, Alexa 350 dye-equivalents; stronger effect = higher value; in the data active means max dye-equivalent concentration above about 10 nM; inconclusive means mostly about 1.1 nM to 9.6 nM
# Luciferase inh: blocks Photinus pyralis firefly luciferase activity | purified firefly luciferase, luminescence, 8 min | Potency, µM (top dose mostly 57.1 µM), without a hit: at the top dose activity change, negative = inhibition, most hits filed as inhibitors | 72,000 compounds, 2.2% hits | AID 411; further: potency means the concentration at half of the fitted maximal effect; on the % scale 0 is the no-effect control and ±100 the full control effect; nearly all actives have a fitted effect of over 40% in size
#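 Luminescence read-out after 8 min at room temperature; enzyme reaction used luciferin plus 10 uM ATP (linear range) in imidazole buffer pH 7.2 with KCl, MgCl2, Tween 20 and BSA. Each sample was run as a titration.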
# 4MU fluor: 4-MU region autofluorescence | 59,000 compounds, 11% hits | AID 589 | compound autofluorescence, 340/450 nm, 4-MU equivalents; stronger effect = higher value | max dye-equivalent concentration, M; in the data active means max dye-equivalent concentration above about 10 nM; inconclusive means mostly about 1.1 nM to 9.6 nM
#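 Compounds in 100 mM Tris, pH 8.0, incubated 15 min at room temperature, then fluorescence read at 340 nm excitation/450 nm emission. Signal converted to 4-MU dye-equivalent concentration using an on-plate six-point 4-MU standard curve.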
# * = called active by the depositor; i = inactive; ? = inconclusive; · = not tested or not shown; & = joins results of further samples; ! = not confirmed by another sample; [ ] = another dose, or the depositor's remark. Unless noted, the call rests on the fitted dose curve; in most records, active means well fitted curve in the direction sought with a large enough effect; inconclusive means small, poorly fitted or top-dose-only effect, or another doubt; inactive means no such curve, though single readings can be large; an effect the other way counts as inactive or inconclusive.
compound	Fluorescein autfl	HEK293 cAMP cs	Rhodamine fluor	Tau filament bind	Casp7 inh	4MU fluor	Texas Red fluor	ERK AVP inh	A350 autofl	Casp1 inh	Luciferase inh
CC1(C)Cc2ccccc2C(=NCCCC(=O)O)N1	i	2%	i	-18%	-2%	i	i	8%	i	1%	0%
CCOC(=O)C1CCCN(c2cc(C)nc3cc(-c4ccc(F)cc4)nn23)C1 (stereo not given)	?	28%	i	65%	-19%	?	i	-2%	?	?	-6%
N#Cc1c(NC(=O)CN2CCN(S(=O)(=O)c3ccc4c(c3)OCCO4)CC2)sc2c1CCC2	?	9%	i	0%	-6%	i	i	-8%	i	-2%	1%
Cc1cc(NC(=O)c2cc(-c3cccs3)nc3ccccc23)no1	·	16µM*	·	5%	-15%	·	·	-15%	·	-11%	-1%
CCn1nnc(C(=O)O)c1C(=O)O	i	·	i	·	·	?	i	·	?	·	0%[25.5 µM]
CN(C(=O)c1c(Cl)nc2sccn12)C1CCCCC1	i	?	i	11%	-1%	i	i	-15%	i	0%	-1%
COC(=O)c1nc(NC(=O)c2ccc(Cl)cc2)n[nH]1	i	-3%	i	-12%	-1%	i	?	6%	i	0%	2%
CCCC1(C(=O)O)NC(c2ccc(OC)cc2O)C2C(=O)N(c3ccc(OC)cc3)C(=O)C21 (stereo not given)	·	2%	·	4%	1%	·	·	·	·	-1%	2%
Cc1csc(SCC(=O)Nc2cccc3nsnc23)n1	?	20µM*	i	-20%	-14%	?	i	102%[activator]	?	-14%	1%
COCCNC(=O)C(c1ccc(C)o1)N(CC1CCCO1)C(=O)Cn1nnc2ccccc21 (stereo not given)	?	18%	i	0%	1%[0.00368 µM]	i	?	-8%	i	0%	3%
O=C(O)CS(=O)(=O)c1ccc(Oc2ccc(S(=O)(=O)CC(=O)O)cc2)cc1	i	-10%	i	35%	1%	2.4e-08M*	i	-5%	2.6e-08M*	4%	1%
CN(C)S(=O)(=O)c1ccc(C(=O)NCc2cccs2)cc1	?	2%	i	0%	1%	i	i	-5%	i	1%	0%
CCOC(=O)N1CCN(S(=O)(=O)c2ccc3c(c2)SC(C)C(=O)N3)CC1 (stereo not given)	?	22%	i	-9%	-4%	i	?	11%	i	-4%	2%
N#CCCN1CCN(C(CNS(=O)(=O)c2ccc(Cl)cc2)c2ccccc2)CC1 (stereo not given)	·	-2%	·	-6%	-2%	·	·	-2%	·	-2%	1%
Cc1cccc(OCCOCCSc2ncccn2)c1	·	5%	·	-8%	-1%	·	·	43%[activator]	·	0%	-2%
CCCCCCCC/C=C\CCCCCCCC(=O)NCCO	i	?	i	32µM*!	0%	i	i	33%[activator]	i	-4%	-2%&0%
O=C(COc1ccc(F)cc1Br)NCc1ccccn1	?	-23%	i	-3%	0%	i	i	27%	i	-2%	-3%
CC(C)=CC(=O)Nc1ccc2c(c1)OCO2	i	2%	i	-16%	-1%	i	i	1%	i	-1%	25µM*
O=C(CN1C(=O)c2cccc3cccc1c23)N1CCc2ccccc2C1	i	-25%	i	3%	-1%	i	i	-21%	i	0%	-14%
O=C(c1ccco1)N1CCN(C(=O)C2Cc3ccccc3CN2S(=O)(=O)c2ccc(F)cc2)CC1 (stereo not given)	i	1%	i	-4%	-1%	i	i	-3%	i	2%	-9%
COCCCN1C(=O)C(O)=C(C(=O)c2ccco2)C1c1ccc(Br)cc1 (stereo not given)	?	·	i	·	·	i	i	·	?	·	-1%[25.5 µM]
Cc1cc(C)nc(-n2nc(C)cc2NC(=O)COC(=O)CCC(=O)c2cccs2)n1	i	6%	i	-5%	-1%	i	i	7%	i	-1%	1%
O=C(COC(=O)c1cccnc1Nc1ccccc1F)NCc1ccc2c(c1)OCO2	?	29%	i	57%	1%	3.1e-08M*	i	-6%	3e-08M*	-3%	1%
CC(NC(=O)Cn1cnnn1)C12CC3CC(CC(C3)C1)C2 (stereo not given)	i	-3%	i	-6%	2%	i	i	-9%	i	-1%	3%
CCN(CC)CCCN1C(=O)C(O)=C(C(=O)c2cc3ccccc3o2)C1c1ccccn1 (stereo not given)	?	1%	i	-4%	-1%	i	i	?	?	0%	3%
Cc1ccccc1-c1nc2cc(N)ccc2o1	i	-9%	i	-12%	-1%	?	i	-5%	?	-3%	13µM*
CN1CCN(CCCCOc2ccc(F)cc2)CC1	i	·	i	·	·	i	i	·	i	·	-1%[25.5 µM]
COc1ccc(CCNC(=O)c2cc(-c3cccs3)on2)cc1OC	i	1%	i	91%	-1%	i	i	14%	i	-1%	3%
Cc1cccc(NC(=O)NCCN2C(=O)C3C4C=CC(C4)C3C2=O)c1 (stereo not given)	·	-3%	·	8%	1%	·	·	-16%	·	-3%	-16%
O=C(NCSc1ccncn1)c1ccccc1	i	1%	i	-38%	0%	?	i	24%	?	-1%	-1%
COc1ccc(Cn2nnnc2C(c2cccs2)N2CCN(c3ccccc3)CC2)cc1 (stereo not given)	?	?	i	4%	-4%	i	i	5%	i	-3%	0%
C=CCNC(=O)CN1CCC(O)(c2ccccc2)CC1	i	7%	i	-8%	0%	i	i	15%	i	-1%	3%
O=[N+]([O-])c1cccc2c(Br)[nH]nc12	i	3%&7%	i	40µM*!	-2%	i	?	?	i	3%	-2%&-6%
CCC(=O)N1CCc2cc(S(=O)(=O)NC(C(=O)N3CCc4ccccc4C3)C(C)C)ccc21 (stereo not given)	i	6%	i	-1%	-1%	i	i	-1%	i	-3%	1%
CC(C)(C)NC(=O)c1cc(NC(=O)c2ccco2)cc(NC(=O)c2ccco2)c1	·	3%	·	-4%	1%	·	·	-13%	·	0%	-5%
C#CCSc1nsc(SCC#C)c1C#N	i	7%	i	2%	-1%	i	?	-1%	i	-1%	1%
O=C(CSc1nnc2ccccn12)N1CCOCC1	i	4%	i	7%	1%	i	i	-12%	i	1%	-2%
COc1ccc(S(=O)(=O)N2CCn3c2nc2ccccc23)cc1	i	30%	i	0%	0%	i	i	2%	i	0%	0%
N#C/C(=C(/O)COC(=O)c1ccc2c(c1)OCCO2)c1nc2ccccc2[nH]1	?	15%	i	?	-6%	i	i	-5%	i	-4%	-1%
Cn1c(=O)oc2cc(S(=O)(=O)N3CCN(c4ccccn4)CC3)ccc21	·	3%	·	53%	-1%	·	·	-6%	·	0%	-5%
CCOC(=O)c1cccc(NC(=O)CSc2nnc(COc3ccccc3C)o2)c1	i	12%	i	12%	-1%	i	?	1%	i	-2%	2%
Cc1cc(C)c(S(=O)(=O)N(C)CC(=O)NC2CCCC2)c(C)c1	i	18%	i	9%	-2%	?	i	7%	?	0%	5%
Cc1nnc2n(Cc3ccccc3)c(=O)c3c4c(sc3n12)CCCC4	i	17%	i	7%	1%	i	i	-1%	i	0%	-1%
COc1ccc(OC)c(NC(=O)C2COc3ccccc3O2)c1 (stereo not given)	·	57%	·	-6%	-3%	·	·	-9%	·	0%	-2%
Cc1c(NC(=O)C(C)OC(=O)c2cc3c4ccccc4n(C)c3s2)c(=O)n(-c2ccccc2)n1C (stereo not given)	?	3%	i	14%	-1%	1.1e-07M*	i	-17%	1.7e-07M*	3%	-2%
COc1cc(Cn2c(C(=O)O)cc3sccc32)cc(OC)c1OC	i	11%	i	10%	2%	i	i	-17%	i	-1%	2%
COc1ccc(N(CC(=O)N2CCCCC2)S(=O)(=O)c2c(C)nn(C)c2C)cc1	·	-3%	·	-15%	-1%	·	·	-6%	·	1%	1%
CC(C)C1CC(c2csc(N)n2)CCO1 (stereo not given)	i	3%	i	-10%	-4%	i	?	-4%	i	1%	-1%
Cc1ccc(CN(Cc2cc3cc(C)ccc3[nH]c2=O)C(=O)N2CCOCC2)cc1	i	17%	i	28%	-7%	?	i	-1%	?	0%	1%
Cc1ccc(CNc2ccc(N3CCOCC3)c(C(=O)O)c2)s1	?	0%	i	-1%	-2%	1.4e-08M*	i	-10%	1.7e-08M*	-4%	0%
O=C(Nc1ccccc1Oc1ccccc1)c1cnccn1	?	?	i	19%	-2%	i	i	2%	i	-3%	1%
COc1cc(C(c2nnnn2C2CCCC2)N2CCN(C)CC2)cc(OC)c1OC (stereo not given)	i	-4%	i	11%	7%	i	?	-2%	?	4%	3%
O=c1nc(N2CCOCC2)nc2n1CCO2	i	4%	i	-11%	-2%	i	i	10%	i	0%	3%
CN(C)Cc1ccccc1-c1cncnc1Nc1ccc(F)cc1	i	14%	i	11%	1%	?	i	14%	?	-1%	2%[2.29 µM]

# Given field by field: entries from further up
Molecule: CCC(=O)N1CCc2cc(S(=O)(=O)NC(C(=O)N3CCc4ccccc4C3)C(C)C)ccc21 (stereo not given)
- Fluorescein autfl: i
- HEK293 cAMP cs: 6%
- Rhodamine fluor: i
- Tau filament bind: -1%
- Casp7 inh: -1%
- 4MU fluor: i
- Texas Red fluor: i
- ERK AVP inh: -1%
- A350 autofl: i
- Casp1 inh: -3%
- Luciferase inh: 1%
Molecule: C#CCSc1nsc(SCC#C)c1C#N
- Fluorescein autfl: i
- HEK293 cAMP cs: 7%
- Rhodamine fluor: i
- Tau filament bind: 2%
- Casp7 inh: -1%
- 4MU fluor: i
- Texas Red fluor: ?
- ERK AVP inh: -1%
- A350 autofl: i
- Casp1 inh: -1%
- Luciferase inh: 1%

# These rows are one share of the data (hit frequency here may not be typical).
